# Screens: PubChem, Broad Institute
# E-sel inducer = E-selectin induction on HUVECs; P16581; HUVEC E-selectin immunofluorescence imaging; normalized: neutral wells 0, TNF-alpha wells 100; activation, % at 7.58 µM; 0.37% of 260,000 active;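 active = mean E-selectin-positive cell signal at least 10% of the positive control, reached in at least 60% of replicates, without over 20% cell loss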;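 note: in these data hits start at about 27%; measured in HUVEC primary endothelial cells; signal is the percent of cells scored E-selectin positive by PE staining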
#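 Test system: HUVEC | Signal: Immunofluorescence imaging | Read-out: Percent E-selectin-positive cells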
# PGC1a acetyl inh = PGC1a acetylation modulation, inhibitor mode. U2OS PGC1a acetylation, AlphaScreen anti-acetyl-lysine; with virally co-expressed GCN5 acetyltransferase. inhibition, % at 15.6 µM. 0.17% of 350,000 active. AID 651687;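 active = every replicate shows inhibition of at least 40%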;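 note: 0% = neutral control wells and 100% = positive control wells; some results beyond the cut were filed as inactive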
# ERAP1 HTS inh = ERAP1 (human) enzyme inhibition; Q9NZ08; recombinant ERAP1, Leu-AMC fluorescence, 60 min; inhibition, % at 10.7 µM; 0.15% of 340,000 active;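 active = mean replicate inhibition of at least 30%, or all replicates individually reaching that 30% level; inactive = mean below 30% and not every replicate reaching it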;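 note: 0% = neutral control wells and 100% = L-leucinethiol positive control wells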
# Target sequence (Q9NZ08 whole entry, looked up): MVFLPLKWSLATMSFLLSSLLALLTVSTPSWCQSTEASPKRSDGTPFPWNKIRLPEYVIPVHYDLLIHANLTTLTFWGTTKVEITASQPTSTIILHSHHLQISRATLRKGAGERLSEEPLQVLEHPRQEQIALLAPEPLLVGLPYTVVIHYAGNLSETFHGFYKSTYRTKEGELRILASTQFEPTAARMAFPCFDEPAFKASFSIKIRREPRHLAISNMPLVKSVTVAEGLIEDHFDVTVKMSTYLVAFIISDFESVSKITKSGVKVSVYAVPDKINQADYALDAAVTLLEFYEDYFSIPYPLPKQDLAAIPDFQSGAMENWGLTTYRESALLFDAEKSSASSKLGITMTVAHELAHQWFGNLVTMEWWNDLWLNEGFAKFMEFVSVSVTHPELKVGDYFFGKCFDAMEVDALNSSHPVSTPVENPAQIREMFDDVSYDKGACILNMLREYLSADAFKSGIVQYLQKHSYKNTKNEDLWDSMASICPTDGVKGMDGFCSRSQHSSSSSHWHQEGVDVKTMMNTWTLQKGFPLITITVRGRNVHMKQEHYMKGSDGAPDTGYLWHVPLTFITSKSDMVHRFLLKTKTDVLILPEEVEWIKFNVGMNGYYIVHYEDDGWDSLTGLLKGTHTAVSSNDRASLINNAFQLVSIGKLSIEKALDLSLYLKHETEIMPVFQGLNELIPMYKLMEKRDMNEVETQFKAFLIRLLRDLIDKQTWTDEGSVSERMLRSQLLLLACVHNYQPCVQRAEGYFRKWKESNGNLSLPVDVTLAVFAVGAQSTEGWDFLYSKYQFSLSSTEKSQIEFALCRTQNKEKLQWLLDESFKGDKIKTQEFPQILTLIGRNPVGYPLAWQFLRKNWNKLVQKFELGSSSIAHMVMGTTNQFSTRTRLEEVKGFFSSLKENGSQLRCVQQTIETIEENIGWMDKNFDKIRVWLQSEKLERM
# Cneo AK release = causes C. neoformans cell lysis | adenylate kinase release luminescence, 4 h; normalised: neutral wells 0, clomiphene wells 100 | lysis activity, % at 15 µM | 0.2% of 360,000 active | AID 651654;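 active = mean lysis activity across replicates of at least 80%, whatever share of replicates individually reach that level; inactive = mean lysis activity below 80%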
#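 Material: C. neoformans cells | Amount: Yeast cell density of 5 × 10^6 cells/mL | Medium: Fresh YPD growth medium | Dosing: Single dose | Times: Static 4 h at 37 °C with compound, 1 h detection | Detection: AK luminescence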
# PglD DTNB = blocks C. jejuni PglD acetyltransferase activity; purified PglD enzyme, DTNB colorimetric CoA detection; inhibition, % at 12.5 µM; 0.098% of 360,000 active; in the data active = inhibition above about 16%, passing the limit was not always enough; note: strong numbers were not always called active
# miR122 inh = inhibitors of miR-122 in Huh7 cells; Huh7 miR-122 Renilla luciferase sensor, 48 h; neutral wells = 0, positive control = 100; activation (reporter increase), % at 12.5 µM; 0.3% of 340,000 active;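 active = mean replicate activation score at least 90 and every replicate individually at or above 90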;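 note: higher luciferase means less miR-122 activity so hits act as miR-122 inhibitors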
# RAD54 branch = RAD54 (human) branch migration inhibition; Q92698; inhibition, % at 10.4 µM; 0.14% of 360,000 active; RAD54 Holliday junction branch migration, FAM/BHQ fluorescence; AID 602329;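 active = mean normalized replicate activity at least 40 and at least half of replicates scoring 40 or more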;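 note: 0% = median of neutral control wells and 100% = median of positive control wells; inhibitors cause a drop in the FAM fluorescence signal; in these data hits start at about 50%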
# RAD52 inh = inhibitors of human RAD52 DNA annealing | inhibition, % at 18.7 µM | recombinant RAD52 DNA annealing, FRET fluorescence | 0.46% of 360,000 active | P43351;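 active = every replicate showing at least 50% inhibition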
# * hit, by the source's call; nt = not tested or not shown; [ ] = another dose, or the depositor's remark.
(1) N#Cc1ccc(CSc2nnc(NC(=O)CCc3nc4ccccc4c(=O)[nH]3)s2)cc1
(2) CCOC(=O)CSc1nnc2n(C3CCCCC3)c(=O)c3c4c(sc3n12)CCCC4
(3) COCC(=O)Nc1ccc2c(c1)OC[C@@H](C)N(C(=O)c1ccccc1F)C[C@H](C)[C@H](OC)CN(C)C2=O
(4) CC(C(=O)c1ccc(-c2ccccc2)cc1)[n+]1cccc(C(N)=O)c1 (stereo not drawn)
(5) COc1ccc(CN(C)C[C@@H]2OCCCC[C@H](C)Oc3ccc(NS(=O)(=O)c4ccccc4)cc3C(=O)N([C@H](C)CO)C[C@@H]2C)cc1
(6) Cn1c(C(=O)N2CCC(C(=O)N3CCN(Cc4ccc5c(c4)OCO5)CC3)CC2)cc2sccc21
(7) CCOC(=O)C(NC(=O)CC)(Nc1ccc(S(=O)(=O)Nc2cc(C)on2)cc1)C(F)(F)F (stereo not drawn)
(8) CCCNC(=O)COC(=O)/C=C/c1ccc(C)o1

Screen / compound no. | 1 | 2 | 3 | 4 | 5 | 6 | 7 | 8
E-sel inducer | 1.1 | nt | -0.1 | 0.0 | -0.3 | 0.1 | nt | -4.4
PGC1a acetyl inh | 11 | 2 | 8 | 2 | -10 | -9 | 37 | -2
ERAP1 HTS inh | 4 | 1 | 1 | 1 | -2 | 4 | nt | 1
Cneo AK release | -1 | -5 | -9 | 0 | 3 | 1 | 2 | nt
PglD DTNB | 4 | -4 | 2 | 0 | 4 | -1 | -1 | nt
miR122 inh | 3 | -12 | -1[16.7 µM] | 1 | 3[16.7 µM] | -8 | -5 | nt
RAD54 branch | -1 | -1 | 11 | 11 | -8 | -14 | -4 | nt
RAD52 inh | -104 | -2 | 16 | -8 | 29 | -58 | nt | -17

# A different layout for six compounds above:
# Values in the order – E-sel inducer	PGC1a acetyl inh	ERAP1 HTS inh	Cneo AK release	PglD DTNB	miR122 inh	RAD54 branch	RAD52 inh
1) N#Cc1ccc(CSc2nnc(NC(=O)CCc3nc4ccccc4c(=O)[nH]3)s2)cc1
    1.1	11	4	-1	4	3	-1	-104
2) CCOC(=O)CSc1nnc2n(C3CCCCC3)c(=O)c3c4c(sc3n12)CCCC4
    nt	2	1	-5	-4	-12	-1	-2
3) COCC(=O)Nc1ccc2c(c1)OC[C@@H](C)N(C(=O)c1ccccc1F)C[C@H](C)[C@H](OC)CN(C)C2=O
    -0.1	8	1	-9	2	-1[16.7 µM]	11	16
4) CC(C(=O)c1ccc(-c2ccccc2)cc1)[n+]1cccc(C(N)=O)c1 (stereo not drawn)
    0.0	2	1	0	0	1	11	-8
5) COc1ccc(CN(C)C[C@@H]2OCCCC[C@H](C)Oc3ccc(NS(=O)(=O)c4ccccc4)cc3C(=O)N([C@H](C)CO)C[C@@H]2C)cc1
    -0.3	-10	-2	3	4	3[16.7 µM]	-8	29
6) Cn1c(C(=O)N2CCC(C(=O)N3CCN(Cc4ccc5c(c4)OCO5)CC3)CC2)cc2sccc21
    0.1	-9	4	1	-1	-8	-14	-58

# Remaining list, next part.
(9) O=C(COc1cccc2ccccc12)NNC(=O)c1cccs1
(10) COc1ccc2cc(C(=O)C3CCCN(Cc4cccc(C)n4)C3)ccc2c1 (stereo not drawn)
(11) CCCOC(=O)C(C)n1cnc2scc(-c3ccc(C)cc3)c2c1=O (stereo not drawn)
(12) CN(C(=O)C(=O)c1cn(CC(=O)N2CCCC2)c2ccccc12)C1CCCCC1
(13) CCOC(=O)C1CCCN(CC(=O)Nc2nc(-c3ccccc3)cs2)C1 (stereo not drawn)
(14) CC(=O)c1ccc(NC(=O)CN2C(=O)COc3ccc(S(=O)(=O)N4CCCC4)cc32)cc1
(15) CNC[C@H]1Oc2cc(-c3cccnc3)ccc2S(=O)(=O)N([C@@H](C)CO)C[C@@H]1C
(16) CC(C)CC#Cc1ccc([C@@H]2[C@H]3CN(C(=O)c4ccc5c(c4)OCO5)CCCCN3[C@H]2CO)cc1

Screen / compound no. | 9 | 10 | 11 | 12 | 13 | 14 | 15 | 16
E-sel inducer | nt | -0.2 | nt | 0.0 | nt | nt | nt | -0.3
PGC1a acetyl inh | 2 | 9 | -17 | nt | nt | 1 | 13 | -3
ERAP1 HTS inh | nt | -7 | 1 | 0 | 0 | 2 | 2 | 0
Cneo AK release | 5 | 4 | -4 | 1 | 0 | -4 | 0 | 0
PglD DTNB | -3 | 2 | -4 | -3 | -5 | -2 | 0 | -2
miR122 inh | -4 | 1 | 1 | 8 | nt | -3 | 5[16.7 µM] | -2[16.7 µM]
RAD54 branch | 3 | 13 | 7 | -3 | 12 | -2 | 1 | -11
RAD52 inh | nt | -4 | -4 | -28 | 0 | -12 | 2 | -18

(17) COc1cc2cnc(Cl)nc2cc1OC
(18) COc1ccc(OCc2nnc(SCC(=O)NC3CC3)n2C)cc1
(19) C[C@H](CO)N1C[C@H](C)[C@@H](CN(C)C(=O)CCC(F)(F)F)OCCCC[C@H](C)Oc2ccc(NC(=O)CCCN(C)C)cc2C1=O
(20) COc1ccc(N2C(=O)/C(=C\c3ccco3)N=C2SCC(=O)N(C(C)C)C(C)C)cc1Cl
(21) CC(C)NC(=O)N[C@H]1C=C[C@H](CC(=O)NCCN2CCCC2)O[C@@H]1CO
(22) CC(=O)c1ccc(-c2cnc3c(NC=O)cc(-c4cnn(C)c4)cn23)cc1
(23) COc1cccc(Nc2nnc(SCC(=O)N3CC(C)OC(C)C3)s2)c1 (stereo not drawn)
(24) CCc1cc(=O)[nH]c(SCC(=O)NCC2CCCO2)n1 (stereo not drawn)

Screen / compound no. | 17 | 18 | 19 | 20 | 21 | 22 | 23 | 24
E-sel inducer | 0.0 | -0.5 | -0.3 | nt | -0.2 | 8.6 | nt | -0.2
PGC1a acetyl inh | 3 | nt | 22 | -3 | 1 | 9 | 0 | nt
ERAP1 HTS inh | nt | -2 | nt | nt | -1 | 6 | -1 | -1
Cneo AK release | -2 | 2 | -3 | 4 | 4 | -3 | -5 | 1
PglD DTNB | 5 | 5 | -3 | -3 | 1 | -4 | 0 | -1
miR122 inh | -10 | nt | 2[16.7 µM] | -3 | nt | 0 | 0 | -3
RAD54 branch | -2 | -10 | -9 | 3 | -4 | 6 | 2 | -5
RAD52 inh | nt | -15 | nt | nt | -13 | -10 | -15 | -10

(25) OC1CCN(C(=S)NCCc2ccccc2)CC1
(26) CCCN(C)C[C@H]1Oc2ncc(C#CCC(C)C)cc2C(=O)N([C@@H](C)CO)C[C@H]1C
(27) Cc1cn([C@H]2C[C@H](O)[C@@H](CNC(=O)c3ccccn3)O2)c(=O)[nH]c1=O
(28) O=C(N/N=C/c1ccc([N+](=O)[O-])s1)c1cccc(Br)c1
(29) O=S(=O)(CC(c1ccccc1)N1CCCCC1)c1ccc(Cl)cc1 (stereo not drawn)
(30) COc1cc(S(=O)(=O)N2CCCCC2)c(OC)cc1Br
(31) O=C(COc1ccc(Cl)cc1Cl)Nc1ccc(S(=O)(=O)NC2=NCCCCC2)cc1
(32) COc1ccc(CN(C)C(=O)Cn2cnc(C(=O)Nc3ccc(C)c(C)c3)n2)cc1OC

Screen / compound no. | 25 | 26 | 27 | 28 | 29 | 30 | 31 | 32
E-sel inducer | nt | 0.8 | -0.5 | nt | nt | 3.3 | nt | 0.5
PGC1a acetyl inh | -10 | -12 | nt | nt | 2 | -2 | 4 | 6
ERAP1 HTS inh | nt | 4 | 2 | nt | nt | 5 | nt | 1
Cneo AK release | 3 | 5 | 2 | -1 | 3 | nt | 0 | -3
PglD DTNB | -4 | -2 | 8 | 1 | -4 | nt | -3 | -4
miR122 inh | -4 | -1[16.7 µM] | 0 | 2 | -2 | nt | -2 | -4
RAD54 branch | -4 | -8 | 1 | -7 | 4 | nt | 1 | 1
RAD52 inh | nt | 10 | 8 | nt | -30 | -11 | nt | -8

# Along the list, from the results shown.
# miR122 inh for entries 25 to 32 → -4, -1[16.7 µM], 0, 2, -2, nt, -2, -4

# Next section
(33) Fc1ccc(CN2CCCCCC2)c(F)c1
(34) Brc1ccccc1-n1nnc(-c2nccs2)n1
(35) O=C(NC(=S)Nc1ccc2c(c1)OCCO2)c1ccco1
(36) Cc1ccc(S(=O)(=O)N(C)C[C@H]2Oc3ccc(NC(=O)NC4CCCCC4)cc3CC(=O)N([C@H](C)CO)C[C@@H]2C)cc1
(37) C[C@@H]1CN([C@@H](C)CO)C(=O)c2cccc(NC(=O)c3cnccn3)c2O[C@@H]1CN(C)S(=O)(=O)c1cccs1
(38) Nc1nnc(CSCc2ccc(Cl)cc2)s1
(39) c1ccc2nc(N3CCOCC3)c(N3CCOCC3)nc2c1

Screen / compound no. | 33 | 34 | 35 | 36 | 37 | 38 | 39
E-sel inducer | nt | 0.0 | nt | 0.5 | 0.0 | nt | nt
PGC1a acetyl inh | nt | -4 | 6 | 1 | 2 | nt | -23
ERAP1 HTS inh | nt | 0 | -1 | 0 | 0 | nt | nt
Cneo AK release | -3 | -4 | -6 | 1 | -3 | 1 | -3
PglD DTNB | 1 | 5 | 3 | 0 | -1 | 3 | 0
miR122 inh | 0 | 3 | -7 | -2[16.7 µM] | 1[16.7 µM] | 2 | -1
RAD54 branch | 0 | 3 | -18 | 0 | 1 | 5 | -5
RAD52 inh | nt | -14 | -14 | 14 | -4 | nt | nt

# Random draw from the library; 1.4% or so of the library scored in one or more.
